TRPC4 PAM: positive allosteric modulators of TRPC4, primary screen, cell-based, mouse TRPC4beta, HEK293 mu-opioid, Fluo-4 calcium. B-score at 10 µM. Short transient receptor potential channel 4 (Mus musculus), Q9QUQ5. DAMGO EC20, Fluo-4 Ca2+ flux; stronger effect = higher value. 0.42% of 310,000 active;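 active = B-score of calcium response area above 5 SD of library B-scores, with initial fluorescence ratio within 5 SD of library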;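 note: B-score of integrated fluorescence ratio over time as area under calcium response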
HIF act: HIF pathway transcriptional activators, primary screen, cell-based, U2OS HRE-luciferase, luminescence; U2OS HRE-luciferase reporter; normalized: DMSO 0%, desferrioxamine 100%; activation, % at 7.5 µM (by protocol); 0.32% of 300,000 active;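 active = mean activation of at least 10% of the iron chelator positive control signal, with at least half of replicates also reaching 10%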
MrgX1 ag: agonists of human MrgX1 receptor, primary screen, HEK293 cells, Fluo-4 calcium flux. Fluo-4 calcium fluorescence, agonist mode; stronger effect = higher value. B-score at 10 µM. 0.44% of 310,000 active. AID 588627, 2011;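 active = calcium response B-score plate-corrected fluorescence ratio at least 3 library SD, with starting fluorescence B-score inside 5 SD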
Target sequence (Q96LB2 whole entry, looked up): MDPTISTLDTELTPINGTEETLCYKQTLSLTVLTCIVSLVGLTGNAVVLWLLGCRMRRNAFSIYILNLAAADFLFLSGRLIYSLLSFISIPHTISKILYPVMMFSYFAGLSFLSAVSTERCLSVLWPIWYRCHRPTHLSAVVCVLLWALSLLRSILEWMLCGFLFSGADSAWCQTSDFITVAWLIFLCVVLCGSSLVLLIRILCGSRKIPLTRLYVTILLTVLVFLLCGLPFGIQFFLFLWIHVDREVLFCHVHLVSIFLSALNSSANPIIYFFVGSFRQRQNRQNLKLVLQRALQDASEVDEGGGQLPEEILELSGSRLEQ
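Assay system: stable human MrgX1 HEK293 cell line. Quantity: 15,000 cells per well. Schedule: cells plated overnight, dye loaded 0.5 h 37 °C, 0.5 h room temperature. Detection: Fluo-4 NW calcium-flux fluorescence, kinetic read. Read-out basis: peak-minus-minimum fluorescence over baseline, converted to B scores. Control set: positive and negative control wells on each plate.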
TRPC4 block: inhibitors of mouse TRPC4 channel, primary screen, Fluo4 calcium, HEK293 TRPC4beta/mu-opioid cells | Short transient receptor potential channel 4 (Mus musculus), Q9QUQ5 | DAMGO-evoked Fluo4 calcium flux; stronger effect = lower value | B-score at 10 µM | 0.39% of 300,000 active;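 active = B-score over 3 SD under the library average, no early fluorescence shift, positive overall ratio signal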
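test system = HEK293 cells with stable TRPC4beta plus mu-opioid receptor expression | detection = Fluo4 Ca2+ flux fluorescence | read-out = integrated fluorescence ratio relative to baseline, converted to per-well B score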
TRPC4 act: activators of mouse TRPC4 channel, primary screen, Fluo4 calcium, HEK293 TRPC4beta/mu-opioid cells. Short transient receptor potential channel 4 (Mus musculus), Q9QUQ5. AID 2237, 2010. B-score at 10 µM. 0.49% of 310,000 active. Fluo4 calcium fluorescence; stronger effect = higher value;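 active = B-score above 5 SD of library B-scores, and initial fluorescence ratio not above library mean plus 5 SD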;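 note: positive B-score marks a calcium rise read as TRPC4 activation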
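Assay system: HEK293 cells stably co-expressing mouse TRPC4beta and mu-opioid receptor / Timing: Fluo4 dye loading 45 min at room temperature, 110 s recording / Signal: Fluo4 calcium-sensitive dye fluorescence, kinetic, 1 Hz baseline / Read-out: integrated baseline-normalised fluorescence ratio, converted to per-well B score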
AI-2 QS mod: Vibrio harveyi AI-2 quorum sensing modulators, primary screen, JMH597 strain, luminescence/OD600 ratio; Vibrio harveyi JMH597 AI-2 luminescence/OD600 ratio, 9 h; stronger effect = lower value; strain lacks LuxN and CqsS sensors; 0 = neutral-control median; activity change, % at 7.5 µM; 0.4% of 300,000 active; AID 2094, 2009; in the data active = activity change below about -75%, passing the limit was not always enough;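 note: luminescence divided by OD600 gain over 9 h not by final OD600 alone; inactives centre near 13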
TRPC6 inhibitor: mouse TRPC6 channel inhibitors, primary screen, cell-based, HEK293, membrane potential dye; ACh-evoked depolarization; stronger effect = lower value; 1.1% of 310,000 active; Short transient receptor potential channel 6 (Mus musculus), Q61143; B-score at 10 µM;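 active = B-score under library mean minus 3 SD, initial fluorescence not abnormally high, positive integrated signal ratio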;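 note: B-score derived from integrated fluorescence ratio over the kinetic read; more negative B-score means stronger inhibition of depolarization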
MrgX1 antagonist: antagonists of human MrgX1 receptor, primary screen, HEK293 cells, Fluo-4 calcium flux; Mas-related G-protein coupled receptor member X1 (Homo sapiens), Q96LB2; BAM8-22 antagonism; stronger effect = lower value; B-score at 10 µM; 1.3% of 310,000 active; AID 588676, 2011;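 active = calcium-response B-score plate-corrected more than 3 library SD below zero, starting fluorescence within 5 deviations, no agonist response on first addition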;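 note: peak minus trough fluorescence over baseline after final BAM8-22 challenge near maximal dose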
MrgX1 PAM: positive allosteric modulators of MrgX1, primary screen, HEK293 cells, Fluo-4 calcium flux. Mas-related G-protein coupled receptor member X1 (Homo sapiens), Q96LB2. FDSS; stronger effect = higher value. B-score at 10 µM. 0.63% of 310,000 active. AID 588675, 2011;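 active = plate-corrected calcium response at least 3 library SD above typical, normal starting fluorescence, not activating the receptor alone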;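 note: compound read alongside a low EC10 to EC30 dose of BAM8-22 agonist; peak minus trough fluorescence over baseline measured at the second addition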
PolyA inh: polyadenylation inhibitors in yeast reporter cells, primary screen, luminescence, S. cerevisiae; S. cerevisiae SKY197-pL101 polyadenylation reporter, beta-gal luminescence; efflux-impaired pdr1/pdr3 knockout yeast; score 100 = 6 SD above DMSO; calls only at 12 µM; 0.02% of 300,000 active;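 active = lowest replicate activity score at least 50, where 100 means six control SD above control mean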;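 note: yeast exposed to compound for 9 h at 30 °C; higher score means more reporter readthrough which indicates perturbed polyadenylation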
TRPC6 act: mouse TRPC6 channel activators, primary screen, cell-based, HEK293, membrane potential dye; Short transient receptor potential channel 6 (Mus musculus), Q61143; HEK293-TRPC6 membrane potential dye fluorescence; stronger effect = higher value; B-score at 10 µM; 0.13% of 310,000 active;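 active = B-score of the integrated fluorescence ratio above library mean plus 3 SD, and starting fluorescence ratio within library mean plus 5 SD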;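 note: higher score means more depolarization so channel activation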
The depositor's hits bear a star. This is a subset (hit frequency here may not be typical).

`COc1ccc(-c2[nH]ncc2CNC(C)Cc2cccc(C)n2)cc1F` (centres undefined) gave TRPC4 PAM inactive, HIF act 0.0, MrgX1 ag inactive, TRPC4 block inactive, TRPC4 act inactive, AI-2 QS mod 11.6, TRPC6 inhibitor inactive, MrgX1 antagonist inactive, MrgX1 PAM inactive, PolyA inh inactive and TRPC6 act inactive.
`CCC(CC)N1CCN(C(=O)Cc2ccccc2)CC1` gave TRPC4 PAM inactive, HIF act -0.2, MrgX1 ag inactive, TRPC4 block inactive, TRPC4 act inactive, AI-2 QS mod 1.2, TRPC6 inhibitor inactive, MrgX1 antagonist inactive, MrgX1 PAM inactive, PolyA inh inactive and TRPC6 act inactive.
Screening CCn1ccnc1CN1CCCC(C(=O)c2cccc(C(F)(F)F)c2)C1 (centres undefined) returned TRPC4 PAM inactive, HIF act -0.3, MrgX1 ag inactive, TRPC4 block inactive, TRPC4 act inactive, AI-2 QS mod 4.1, TRPC6 inhibitor -5.08*, MrgX1 antagonist inactive, MrgX1 PAM inactive, PolyA inh inactive and TRPC6 act inactive.
O=C(c1cc(F)ccc1F)C1CCCN(Cc2cc(Cl)ccc2O)C1 (centres undefined) was read as TRPC4 PAM inactive, HIF act 0.9, MrgX1 ag inactive, TRPC4 block inactive, TRPC4 act inactive, AI-2 QS mod 10.3, TRPC6 inhibitor inactive, MrgX1 antagonist inactive, MrgX1 PAM inactive, PolyA inh inactive and TRPC6 act inactive.
`CCCNS(=O)(=O)c1ccc(OCC(=O)N2CCN(Cc3ccc4c(c3)OCO4)CC2)c(C)c1` gave TRPC4 PAM inactive, HIF act 0.4, MrgX1 ag inactive, TRPC4 block inactive, TRPC4 act inactive, AI-2 QS mod 34.8, TRPC6 inhibitor inactive, MrgX1 antagonist inactive, MrgX1 PAM inactive, PolyA inh inactive and TRPC6 act inactive.
`CC1(C)CC(CCNCc2ccc3c(c2)OCO3)(Cc2ccccc2)CCO1` (centres undefined) gave TRPC4 PAM inactive, HIF act -0.2, MrgX1 ag inactive, TRPC4 block inactive, TRPC4 act 60*, AI-2 QS mod 48.3, TRPC6 inhibitor inactive, MrgX1 antagonist inactive, MrgX1 PAM inactive, PolyA inh inactive and TRPC6 act inactive.
For COc1c(C)cc(C(=O)C2CCCN(C3CCOCC3)C2)cc1C (centres undefined) the results were TRPC4 PAM inactive, HIF act 0.8, MrgX1 ag inactive, TRPC4 block inactive, TRPC4 act inactive, AI-2 QS mod 10.7, TRPC6 inhibitor inactive, MrgX1 antagonist inactive, MrgX1 PAM inactive, PolyA inh inactive and TRPC6 act inactive.
OC(C#CCN1CCOCC1)(c1ccccc1)C1CCCC1 (centres undefined) was read as TRPC4 PAM inactive, HIF act -0.2, MrgX1 ag inactive, TRPC4 block inactive, TRPC4 act inactive, AI-2 QS mod 20.4, TRPC6 inhibitor inactive, MrgX1 antagonist inactive, MrgX1 PAM inactive, PolyA inh inactive and TRPC6 act inactive.
Screening CNC(=O)OCCc1nccn1C returned TRPC4 PAM inactive, HIF act 0.4, MrgX1 ag inactive, TRPC4 block inactive, TRPC4 act inactive, AI-2 QS mod -5.7, TRPC6 inhibitor inactive, MrgX1 antagonist inactive, MrgX1 PAM inactive, PolyA inh inactive and TRPC6 act inactive.
O=C(C1CC(=O)N(C2CCCCC2)C1)N1CCC2(CC1)OCCO2 (centres undefined) was read as TRPC4 PAM inactive, HIF act 0.1, MrgX1 ag inactive, TRPC4 block inactive, TRPC4 act inactive, AI-2 QS mod 22.3, TRPC6 inhibitor inactive, MrgX1 antagonist inactive, MrgX1 PAM inactive, PolyA inh inactive and TRPC6 act inactive.
Screening COc1ccc(C(=O)C2CN(C)CC2c2ccc(Cl)cc2)cc1 (centres undefined) returned TRPC4 PAM inactive, HIF act 0.6, MrgX1 ag inactive, TRPC4 block inactive, TRPC4 act inactive, AI-2 QS mod -4.2, TRPC6 inhibitor inactive, MrgX1 antagonist inactive, MrgX1 PAM inactive, PolyA inh inactive and TRPC6 act inactive.
`C=CC[N+]1(C)CC[C@]23c4c5ccc(O)c4O[C@H]2C(=O)CC[C@@]3(O)[C@H]1C5` (some centres undefined) gave TRPC4 PAM inactive, HIF act 0.3, MrgX1 ag inactive, TRPC4 block inactive, TRPC4 act inactive, AI-2 QS mod 28.5, TRPC6 inhibitor inactive, MrgX1 antagonist inactive, MrgX1 PAM inactive, PolyA inh inactive and TRPC6 act inactive.
For CCN1CCN(c2cc(=O)n3ccccc3n2)CC1 the results were TRPC4 PAM inactive, HIF act -0.5, MrgX1 ag inactive, TRPC4 block inactive, TRPC4 act inactive, TRPC6 inhibitor inactive, MrgX1 antagonist inactive, MrgX1 PAM inactive, PolyA inh inactive and TRPC6 act inactive.
For CNC(=O)Oc1cccc(-c2cn3cc(Cl)ccc3n2)c1 the results were TRPC4 PAM inactive, HIF act -4.9, MrgX1 ag inactive, TRPC4 block inactive, TRPC4 act inactive, AI-2 QS mod 19.3, TRPC6 inhibitor inactive, MrgX1 antagonist inactive, MrgX1 PAM inactive, PolyA inh inactive and TRPC6 act inactive.
Screening COc1ccc(C2(c3cccc(O)c3OC)CCN(C(C)=O)CC2)cc1O returned TRPC4 PAM inactive, HIF act -1.5, MrgX1 ag inactive, TRPC4 block inactive, TRPC4 act inactive, AI-2 QS mod 12.2, TRPC6 inhibitor inactive, MrgX1 antagonist inactive, MrgX1 PAM inactive, PolyA inh inactive and TRPC6 act inactive.
For CCCC1(CCC)C(=O)NC(=Nc2ccc(C)cc2)NC1=O the results were TRPC4 PAM inactive, HIF act -0.1, MrgX1 ag inactive, TRPC4 block inactive, TRPC4 act inactive, AI-2 QS mod -20.5, TRPC6 inhibitor inactive, MrgX1 antagonist inactive, MrgX1 PAM inactive, PolyA inh inactive and TRPC6 act inactive.
COCCNC(=O)Cn1cc(C=C2C(=O)NC(=O)NC2=O)c2ccccc21 was read as TRPC4 PAM inactive, HIF act -7.6, MrgX1 ag inactive, TRPC4 block inactive, TRPC4 act inactive, AI-2 QS mod 13.3, TRPC6 inhibitor inactive, MrgX1 antagonist inactive, MrgX1 PAM inactive, PolyA inh inactive and TRPC6 act inactive.
CC1=C(C(=O)O)N2C(=O)C(NC(=O)CCCC(=O)O)C2SC1 (centres undefined) was read as TRPC4 PAM inactive, HIF act -0.3, MrgX1 ag inactive, TRPC4 block inactive, TRPC4 act inactive, AI-2 QS mod -2.1, TRPC6 inhibitor inactive, MrgX1 antagonist inactive, MrgX1 PAM inactive, PolyA inh inactive and TRPC6 act inactive.
For C=CCN1C(=O)/C(=C/c2cc(C)n(-c3cccnc3)c2C)C(=O)NC1=S the results were TRPC4 PAM inactive, HIF act 1.1, MrgX1 ag inactive, TRPC4 block inactive, TRPC4 act inactive, AI-2 QS mod 24.1, TRPC6 inhibitor inactive, MrgX1 antagonist inactive, MrgX1 PAM inactive, PolyA inh inactive and TRPC6 act inactive.
COc1cccc(C2CC3C(=O)C=CC2N3Cc2ccccc2)c1 (centres undefined) was read as TRPC4 PAM inactive, HIF act -0.3, MrgX1 ag inactive, TRPC4 block inactive, TRPC4 act inactive, AI-2 QS mod 17.6, TRPC6 inhibitor inactive, MrgX1 antagonist inactive, MrgX1 PAM inactive, PolyA inh inactive and TRPC6 act inactive.
`CCNC(=O)NC(=O)C(C)OC(=O)c1c(C)nn(Cc2ccccc2)c1Cl` (centres undefined) gave TRPC4 PAM inactive, HIF act -0.4, MrgX1 ag inactive, TRPC4 block inactive, TRPC4 act inactive, AI-2 QS mod -2.3, TRPC6 inhibitor inactive, MrgX1 antagonist inactive, MrgX1 PAM inactive, PolyA inh inactive and TRPC6 act inactive.
For Cc1cc(/C=C2/C(=O)NC(=O)N(Cc3ccco3)C2=O)c(C)n1-c1ccccc1O the results were TRPC4 PAM inactive, HIF act 0.0, MrgX1 ag inactive, TRPC4 block inactive, TRPC4 act inactive, AI-2 QS mod 5.2, TRPC6 inhibitor inactive, MrgX1 antagonist inactive, MrgX1 PAM 9.65*, PolyA inh inactive and TRPC6 act inactive.
`COC(=O)CSC1=NN1c1cc(C)nc(N)n1` gave TRPC4 PAM inactive, HIF act -0.2, MrgX1 ag inactive, TRPC4 block inactive, TRPC4 act inactive, AI-2 QS mod 4.9, TRPC6 inhibitor inactive, MrgX1 antagonist inactive, MrgX1 PAM inactive, PolyA inh inactive and TRPC6 act inactive.
CC1=Nc2ccccc2/C1=C/c1c(O)n(C)c(=O)[nH]c1=O was read as TRPC4 PAM inactive, HIF act -23.9, MrgX1 ag inactive, TRPC4 block inactive, TRPC4 act inactive, AI-2 QS mod 13.3, TRPC6 inhibitor inactive, MrgX1 antagonist inactive, MrgX1 PAM 8.06*, PolyA inh inactive and TRPC6 act inactive.
For N#Cc1cc2c(nc1SCC(=O)Nc1ccc(Cl)cc1)C1CCN2CC1 the results were TRPC4 PAM inactive, HIF act 2.5, MrgX1 ag inactive, TRPC4 block inactive, TRPC4 act inactive, AI-2 QS mod 5.5, TRPC6 inhibitor inactive, MrgX1 antagonist inactive, MrgX1 PAM inactive, PolyA inh inactive and TRPC6 act inactive.
For CC(C)CN(CC(C)C)c1ccc(C=C2C(=O)NC(=S)NC2=O)cc1[N+](=O)[O-] the results were TRPC4 PAM inactive, HIF act -0.1, MrgX1 ag inactive, TRPC4 block -7*, TRPC4 act inactive, AI-2 QS mod 8.4, TRPC6 inhibitor inactive, MrgX1 antagonist inactive, MrgX1 PAM inactive, PolyA inh inactive and TRPC6 act inactive.
`O=C(COc1ccccc1)N1CCN(CCN2C(=O)c3cccc4cccc(c34)C2=O)CC1` gave TRPC4 PAM inactive, HIF act -0.6, MrgX1 ag inactive, TRPC4 block inactive, TRPC4 act inactive, AI-2 QS mod 17.2, TRPC6 inhibitor inactive, MrgX1 antagonist inactive, MrgX1 PAM inactive, PolyA inh inactive and TRPC6 act inactive.

Compound activity from PubChem.
